Screens deposited in PubChem by National Center for Advancing Translational Sciences (NCATS).
D2 antagonist – HTS Assay for Allosteric Antagonists of the Human D2 Dopamine Receptor: Primary Screen for Antagonists. D(2) dopamine receptor (Homo sapiens), P14416. HEK293 TREx D2 cells, calcium flux, dopamine EC80. inhibition, % at 10 µM. hit rate 2% among 340,000; in the data active = inhibition above about 30%; also: 0% is about no effect
Target sequence (P14416 whole entry, looked up): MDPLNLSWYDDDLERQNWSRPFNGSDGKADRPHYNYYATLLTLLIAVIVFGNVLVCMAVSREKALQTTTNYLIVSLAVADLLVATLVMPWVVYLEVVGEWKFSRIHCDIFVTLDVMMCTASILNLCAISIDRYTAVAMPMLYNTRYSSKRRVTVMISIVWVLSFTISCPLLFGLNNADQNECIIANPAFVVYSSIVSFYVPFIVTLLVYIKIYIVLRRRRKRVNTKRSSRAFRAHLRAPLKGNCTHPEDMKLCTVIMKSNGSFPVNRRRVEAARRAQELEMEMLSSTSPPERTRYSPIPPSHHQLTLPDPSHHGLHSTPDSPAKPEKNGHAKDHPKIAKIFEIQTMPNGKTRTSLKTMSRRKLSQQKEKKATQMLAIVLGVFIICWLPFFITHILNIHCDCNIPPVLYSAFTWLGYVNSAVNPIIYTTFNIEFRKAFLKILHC
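Antagonism is scored as inhibition of an EC80 dopamine-evoked calcium signal in a force-coupled, tetracycline-inducible HEK293 T-REx D2 line, with compound present 180 s before agonist.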
GRP78 ERSR act – qHTS for Inducers of the Endoplasmic Reticulum Stress Response (ERSR) in Human Glioma: qHTS; U87-MG GRP78 promoter luciferase reporter, 16 h; Potency, µM, without a hit: at the top dose activation, hits mostly activators; hit rate 0.02% among 420,000; also: potency is read from the fitted curve at half-maximal effect; series mostly up to about 76 µM; % of control where 0% means no effect; nearly all actives have a fitted effect of over 35% in size
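Stably transfected U87-MG glioma cells carrying a GRP78-based luciferase sensor; 16 h compound incubation. Luminescence end-point read 10 min after Bright-Glo addition at room temperature.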
RGS4 inh – Inhibitors of Regulator of G Protein Signaling (RGS) 4: qHTS | Regulator of G-protein signaling 4 (Homo sapiens), P49798 | Transcreener GDP fluorescence polarization, RGS4-accelerated GTP hydrolysis | hit rate 0.039% among 390,000 | Potency, µM (top dose mostly 114 µM), inactives show top-dose activity change, negative = inhibition, actives largely listed as inhibitors; also: potency is read from the fitted curve at half-maximal effect; % is scaled to controls: 0 for no effect and ±100 for the full control effect; nearly all actives have a fitted effect of over 75% in size; some results filed as inactive show a strong effect at the top dose
Target sequence (P49798 whole entry, looked up): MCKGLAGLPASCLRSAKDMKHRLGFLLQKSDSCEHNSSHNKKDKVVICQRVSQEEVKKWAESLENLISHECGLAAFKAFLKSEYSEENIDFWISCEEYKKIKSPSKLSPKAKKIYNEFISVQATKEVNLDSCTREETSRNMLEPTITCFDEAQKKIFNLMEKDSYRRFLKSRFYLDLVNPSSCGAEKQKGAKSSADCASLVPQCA
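MLSMR compounds (23 nl, pin-transferred) preincubated 10 min at room temperature with a 500nM (2x) first reagent, then RGS4 at 900nM (2x) plus Transcreener GDP mix added; fluorescence polarization (620/688 nm) read before and after 90 min at 30 °C.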
ERG Ets-DNA blk – qHTS for Small Molecule Inhibitors of the ERG Ets/DNA interaction | Transcriptional regulator ERG (Homo sapiens), P11308 | fluorescence polarization, His-ERG Ets domain / labelled DNA | Potency, µM (series often up to 76.9 µM), for inactives: at the highest dose FP activity, negative = inhibition, most hits filed as inhibitors | hit rate 0.028% among 370,000; active = well fitted inhibition curve with a large enough effect in the polarisation, with a control signal flat; inconclusive = small, poorly fitted or top-dose-only effect, or effect the other way, or a change in a side signal; inactive = no such curve, though single readings can be large or run the other way; the % refers to the polarisation;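 also: polarization taken with two DNA probes labelled with fluorescein and Texas red; potency is read from the fitted curve at half-maximal effect; % of control where 0% means no effect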
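His-tagged ERG Ets domain (1 uM in the protein solution; 300mM KCl, 50mM Tris-HCl, 1mM EDTA, 1mM DTT, pH 7.5) received compound, then a probe mix of 5 nM fluorescein-DNA and 100nM Texas-615-DNA. Fluorescence polarization was read for both dyes.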
Vif-APOBEC3G blk – qHTS for Inhibitors of Vif-A3G Interactions: qHTS | DNA dC->dU-editing enzyme APOBEC-3G (Homo sapiens), Q9HC16 | HeLa A3G-eYFP + Vif (tagged APOBEC3G with the HIV-1 protein that degrades it), YFP fluorescence, overnight | Potency, µM (titrated, usually from 46.1 µM), for inactives: at the highest dose activity, negative = active, most hits filed as inhibitors | hit rate 0.076% among 410,000;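 also: potency is read from the fitted curve at half-maximal effect; % is scaled to controls: 0 for no effect and ±100 for the full control effect; nearly all actives have a fitted effect of over 60% in size; hits raise eYFP signal because A3G escapes Vif-driven loss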
Target sequence (Q9HC16 whole entry, looked up): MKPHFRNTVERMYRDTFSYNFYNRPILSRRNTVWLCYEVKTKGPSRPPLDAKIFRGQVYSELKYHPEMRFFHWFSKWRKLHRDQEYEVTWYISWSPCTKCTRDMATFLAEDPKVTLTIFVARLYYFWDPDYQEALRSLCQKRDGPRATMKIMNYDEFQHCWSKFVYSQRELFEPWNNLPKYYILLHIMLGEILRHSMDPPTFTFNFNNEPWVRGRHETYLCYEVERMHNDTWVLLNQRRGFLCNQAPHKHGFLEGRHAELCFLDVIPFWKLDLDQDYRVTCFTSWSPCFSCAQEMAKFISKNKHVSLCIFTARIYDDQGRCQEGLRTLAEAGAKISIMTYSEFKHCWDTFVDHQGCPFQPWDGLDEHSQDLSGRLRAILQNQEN
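HeLa cells stably expressing Vif and C-terminally eYFP-tagged A3G, seeded overnight at 37 deg C, then exposed to compound by pintool overnight at 37 deg C. Rise in yellow fluorescence (Ex 488/Em 500-530, Acumen) marks blocked Vif-driven A3G degradation.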
D2 ag – HTS Assay for Allosteric Agonists of the Human D2 Dopamine Receptor: Primary Screen for Agonists; hit rate 0.53% among 340,000; HEK293 T-REx D2 cells, calcium flux agonist mode; activation, % at 2 µM;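 active = activation over 3 SD above normal in the single-dose calcium agonist read, cut at about 30% in these data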; also: 0% is about no effect
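Agonism is scored from calcium flux in a force-coupled, inducible HEK293 cell line expressing D2, read kinetically for 180 s after compound addition against dopamine controls.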
Vif-APOBEC3F blk – qHTS for Inhibitors of Vif-A3F Interactions: qHTS. HeLa A3F-eYFP + Vif (tagged APOBEC3F with the HIV-1 protein that degrades it), YFP fluorescence increase. Potency, µM (series often up to 46.1 µM), for the others: at the top dose activity, negative = active. hit rate 0.2% among 390,000; also: potency is read from the fitted curve at half-maximal effect; % of control where 0% means no effect; nearly all actives have a fitted effect of over 65% in size
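Fluorescence increase (Ex 488/Em 500-530) after overnight compound treatment at 37 deg C flags inhibition of Vif-driven A3F-eYFP loss in stable HeLa A3F-eYFP/Vif cells seeded overnight beforehand.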
LDHA inh – qHTS assay for inhibitors of human lactate dehydrogenase; L-lactate dehydrogenase A chain (Homo sapiens), P00338; purified LDHA, NADH/diaphorase-resazurin fluorescence; hits give low values; activity change, % (values are at about 110 or 230 µM); hit rate 0.15% among 480,000; AID 1347041, 2019; in the data active = activity change below about -30%; inconclusive = mostly about -25% to -30%;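 also: plate controls were DMSO wells for no effect and wells without enzyme for full effect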
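Remaining NADH was detected by diaphorase (0.133 mg/mL) converting 37 µM resazurin to fluorescent resorufin, read at 0 and 20 minutes. The preceding 5-minute room-temperature reaction used 2 nM LDHA, 0.2 mM sodium pyruvate and 0.06 mM NADH at pH 7.4.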
ALOX12 inh – Primary qHTS assay for inhibitors of human arachidonate 12S-lipoxygenase (ALOX12): Round 2. hit rate 1.1% among 580,000. AID 1671190, 2021. purified 12hLO, xylenol orange hydroperoxide absorbance. Polyunsaturated fatty acid lipoxygenase ALOX12 (Homo sapiens), P18054. Potency, µM (doses to about 108 µM), for inactives: at the top dose activity change, negative = inhibition, actives largely listed as inhibitors; also: potency is read from the fitted curve at half-maximal effect; % is scaled to controls: 0 for no effect and ±100 for the full control effect
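Hydroperoxide product was detected by ferrous iron/xylenol orange as the 573 to 405 nm absorbance ratio. Arachidonic acid at 40 uM (final) was turned over for 30 min at room temperature by 150 nM human 12hLO, pH 7.0 Hepes buffer, after 15 min compound preincubation.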
An asterisk follows results filed as active; ? = inconclusive; · = no result given; & = joins results of further samples; [ ] = another dose, or the depositor's remark. Unless noted, calls follow the shape of the dose curve; as a rule, active = well fitted curve in the direction sought with a large enough effect; inconclusive = small, poorly fitted or top-dose-only effect, or another doubt; inactive = no such curve, though single readings can be large; an effect the other way counts as inactive or inconclusive. The list is partial, so the mix of outcomes need not match the whole.

molecule	D2 antagonist	GRP78 ERSR act	RGS4 inh	ERG Ets-DNA blk	Vif-APOBEC3G blk	D2 ag	Vif-APOBEC3F blk	LDHA inh	ALOX12 inh
CCC(=O)c1ccc2ncccc2c1	-23	4%	-8%	-7%	1%	0.5	0%	-1	-7%
COc1cccc(NC(=O)CN(C)C(=O)C23CC4CC(CC(Cl)(C4)C2)C3)c1	0	-2%	21%	0%	2%	-0.4	11%	-4	400%[activator]
CN(C/C=C/c1ccccc1[N+](=O)[O-])Cc1ccccc1	57*	2%	-2%	6%	-3%	0.3	-3%	-3	0%
COc1ccc(NC(=O)c2cncc(Br)c2)c(S(=O)(=O)N2CCOCC2)c1	4	-6%	-11%	-7%	0%	1.0	-5%	-3	0%
CCc1ccc(Nc2nc(C)cc(C)n2)cc1	-17	1%	-47%	-4%	-5%	0.4	-7%	3	?
COc1ccc(Cl)cc1-c1nc(SCC(=O)NC(C)C(C)C)n[nH]1 (stereo not drawn)	6	-5%	-3%	6%	-3%	0.0	9%	0&-2	13%&0%
O=C(COC(=O)c1cc(=O)[nH]c2ccccc12)Nc1nccs1	15	0%	-15%	1%	1%	0.0	-3%	-5	-5%
O=C(CCc1nnc(-c2ccc3c(c2)OCO3)o1)N1CCC(c2ccc(F)cc2)C1 (stereo not drawn)	-3	4%	-12%	16%	0%	0.6	0%	6	-4%
Cc1ccc(C(=O)Nc2sc(C)c(-c3ccccc3)c2C(N)=O)cc1[N+](=O)[O-]	-7	-11%	?	7%	0%	-0.2	0%	-5	?
O=C(COc1ccc([N+](=O)[O-])cc1)N1CCN(c2nnc(-c3ccccc3)c3ccccc23)CC1	-21	9%	0%	-4%	-2%	1.8	2%	-5	59%[activator]
Nc1nnc(C(=O)c2ccccc2N)s1	·	5%	-3%	-1%	-5%	·	-3%	2	-16%
CCCOC(=O)Cc1c(O)c2ccccc2[nH]c1=O	-1	-7%	-28%[11.4 µM]	-4%	0%	2.6	0%	4	33%[activator]
COc1ccc(/C=C/c2nc3ccccc3n2Cc2ccccc2OC)cc1	0	-3%	-2%	-5%	-1%	-1.0	-4%	-8	-9%
CCCn1c(CCC(=O)O)ccc1-c1ccc(F)cc1	-4	-6%	-5%	·	2%	0.2	-12%	-4	?
Cc1ccc(C)c(S(=O)(=O)N2C(=S)NC(=O)C2C(C)C)c1 (stereo not drawn)	9	-3%	?	-1%	-1%	0.0	4%	-10	13%
Cn1c(=O)c2c(nc(OCCc3ccccc3)n2C)n(C)c1=O	-6	-3%	?	-21%	5%	0.2	13%	-2	-9%
CCCCn1c(O)c(N=NC(=O)Cn2c(C(F)(F)F)nc3ccccc32)c2ccccc21	17	-8%	-18%	-10%	0%	-2.6	8%	-5	-8%
CCOc1ccc(NC(=O)CCNC(=O)C2CCN(S(=O)(=O)c3ccccc3)CC2)cc1	10	-1%	20%	-1%	0%	0.2	-8%	-8	0%
Cn1nnnc1Sc1ncnc2scc(-c3ccc4c(c3)OCO4)c12	·	-10%	-22%	·	?	·	2%	0&6	-1%
CC(C(=O)Nc1ccc(S(=O)(=O)N2CCCC2)cc1)N1CCCC(C(N)=O)C1 (stereo not drawn)	2	-2%	-23%	-16%	2%	0.4	1%	-4	7%
CCOC(=O)c1c(NC(=S)NCc2ccccc2)sc2c1CCN(C(=O)OCC)C2	18	-1%	2%	4%	2%	-0.1	-1%	-4	113%[activator]
COc1ccc2c(C)c(CC(=O)NCc3ccc(C)cc3)c(=O)oc2c1OC	·	-3%	-2%	-2%	1%	-1.4	8%	-2	-11%
CSc1ccc(S(=O)(=O)NCC(=O)OCC(=O)N2CCCCC2C)cc1[N+](=O)[O-] (stereo not drawn)	5	9%	1%	-11%	-1%	0.7	8%	-1	1%
O=C(Cn1ncc2c3ccccc3n(Cc3cccc(Cl)c3)c2c1=O)NCCCN1CCCCC1	·	-4%	-22%	7%	0%	2.1	-15%	3	?
COC(=O)C1=NNCC12CC(=O)N(c1ccc(Br)cc1)C2=O (stereo not drawn)	-6	1%	0%	5%	-5%	2.7	-6%	-4	0%
C[C@H](CO)N1C[C@H](C)[C@@H](CN(C)Cc2ccc3c(c2)OCO3)Oc2c(NS(C)(=O)=O)cccc2C1=O	·	1%	-8%	4%	0%	·	-1%	3	-2%
COC(=O)CSc1n[nH]c(=S)s1	13	-1%	-28%	4%	3%	0.2	24%	1	?
Cc1ccc(NC(=O)CS(=O)CC(=O)Nc2cnc3ccccc3c2)cc1Cl (stereo not drawn)	16	-5%	26%	-1%	-5%	0.3	-9%	-5	12%
CCOc1ccc(/C=N/NC(=O)c2nnn(-c3nonc3N)c2-c2cccs2)cc1	16	-2%	41%	-1%	6%	6.9	-7%	-9	26%
O=C(C1=C(c2ccccc2)C(=O)c2ccccc2C1=O)c1ccccc1	-17	-10%	-6%	-2%	-21%	-1.5	2%	45	-7%

Continued, overlapping the part above by two compounds.
molecule	D2 antagonist	GRP78 ERSR act	RGS4 inh	ERG Ets-DNA blk	Vif-APOBEC3G blk	D2 ag	Vif-APOBEC3F blk	LDHA inh	ALOX12 inh
CCOc1ccc(/C=N/NC(=O)c2nnn(-c3nonc3N)c2-c2cccs2)cc1	16	-2%	41%	-1%	6%	6.9	-7%	-9	26%
O=C(C1=C(c2ccccc2)C(=O)c2ccccc2C1=O)c1ccccc1	-17	-10%	-6%	-2%	-21%	-1.5	2%	45	-7%
Cc1ccc(CCNC(=O)CCS(=O)(=O)c2ccc3c(c2)oc(=O)n3C)cc1	-16	-3%&-3%	-1%&-13%	5%&3%	-1%&-6%	-1.4&-0.2	5%&-5%	-1&7	21%&-1%
O=C(O)CCc1n[nH]c(=S)[nH]c1=O	-1	-5%	2%	-11%	3%	0.5	-7%	-1	28%
CCOc1ccc(S(=O)(=O)NCc2ccc3c(c2)OCO3)cc1C(=O)O	-5	-4%	-5%	-11%	1%	0.6	-8%	1	?
Cn1c(Cn2c(=O)sc3ccccc32)nnc1SCC(=O)N1CCCc2ccccc21	13	3%	2%	4%	0%	-0.3	4%	-3	-30%
CCCCCOc1cccc(C2C(C(=O)c3cccs3)=C(O)C(=O)N2CCN2CCOCC2)c1 (stereo not drawn)	·	-5%	-41%	6%	-5%	·	12%	4	?
Cn1c(SCC(=O)Nc2ccc3[nH]c(=O)[nH]c3c2)nnc1-c1ccc(F)cc1	-6	-3%	-45%	-1%	-9%	-0.5	2%	-2	0%
Nn1c(COc2ccccc2)nnc1SCc1cc(=O)[nH]c2ccccc12	-4	1%	12%	-1%	-10%	0.5	-6%	-11	11%
CCOc1ccc(NC(=O)COc2cccc3cccnc23)cc1S(=O)(=O)N1CCCC1	·	-1%	·	·	0%	·	-4%	5	-13%
COc1ccc(-n2nc(C(=O)NCC(=O)Nc3cccc(NC(C)=O)c3)c3ccccc3c2=O)cc1	·	0%	-10%	3%	-8%	·	-1%	-4	15%
Cc1ccc(C(=O)NCC(=O)OCc2nnc(-c3ccccc3)o2)cc1	·	3%	-3%	4%	-3%	·	-6%	-7	27%
CCCNC(=O)NC(=O)CN1C(=O)NC(C)(c2ccc3ccccc3c2)C1=O (stereo not drawn)	-11	-2%	-20%	3%	-3%	0.9	-4%	-16	29%
CC(C)Cn1c(=O)c2ccccc2n2c(CCC(=O)O)nnc12	-22	7%	6%	3%	-6%	-0.1	-23%	1	6%
CN(CC(=O)Nc1ccccc1Br)Cc1nc2ccccc2c(=O)[nH]1	17	-2%	32%	-7%	-8%	-0.1	5%	-1	18%
CCc1ccc2c(COC(=O)C3CSC4(C)CCC(=O)N34)cc(=O)oc2c1 (stereo not drawn)	24	-4%	-1%	-11%	2%	-0.3	0%	-3	4%
NC(=O)c1ccccc1NC(=O)CCCCCn1nnc2ccccc2c1=O	-1	-3%	-4%	-1%	0%	0.4	0%	0	8%
